# PTHR1 agonist: agonists of human PTHR1 parathyroid hormone receptor | Potency, µM (highest dose often 115 µM), without a hit: at the highest dose activation, actives largely listed as activators | AID 743266 | HEK293 GP2 PTHR1 cells, GloSensor cAMP luminescence, 1 h | actives 0.075% (n = 410,000); also: potency is read from the fitted curve at half-maximal effect; nearly all actives have a fitted effect of over 55% in size; some results filed as inactive show a strong effect at the top dose; inactives centre near -15; many of its hits are not listed in these tables
#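 HEK-293-derived GP2 cells expressing PTHR1 and a GloSensor cAMP reporter, 3,000/well, plated overnight, given luciferin plus IBMX (each 0.5 mM as added) for 1 h at 37 °C, then compound for 1 h at 37 °C. Luminescence was read after 15 min at room temperature.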
# Akt phos inh: blocks phosphorylation of Akt; Neuro2A IGF-stimulated pAkt S473 HTRF, 20 min; hits give low values; activity change, % for hits at 50 µM; actives 0.32% (n = 360,000); AID 651550; in the data active = activity change below about -80%; inconclusive = mostly about -51% to -80%; also: % is scaled to controls: 0 for no effect and ±100 for the full control effect
#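 Neuro2A cells in DMEM with 0.5% FBS, overnight at 37 deg C, given compound at single 50 µM final, then IGF (6 nM final) for 20 min at 37 deg C. Lysed; phospho-Akt Ser473 by HTRF after 24 h, 665/615 ratio.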
# FUS yeast rescue: rescues growth of FUS-expressing yeast | Potency, µM (series often up to 76.6 µM), for the others: top-dose growth rescue (activation), usual class: activators | actives 0.24% (n = 390,000) | S. cerevisiae FUS-expressing, growth rescue, OD600, 24 h;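 also: potency is read from the fitted curve at half-maximal effect; plate controls were DMSO vehicle for no effect and reference control for full effect; nearly all actives have a fitted effect of over 55% in size; some results filed as inactive show a strong effect at the top dose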
#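 Quantitative HTS measuring growth restoration of FUS-toxic yeast. Galactose-induced cells (OD 0.005) were exposed 24hr at 30C to compounds at several concentrations, then absorbance at 600 nm was recorded.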
# D3 antag: blocks the human D3 dopamine receptor | D3R cells, DiscoveRx beta-arrestin luminescence, antagonist mode; hits give low values | P35462 | max response, negative = inhibition, % | AID 652054 | actives 2.5% (n = 360,000); in the data active = max response below about -50%; inconclusive = no clear call, values can overlap the other calls; also: % is scaled to controls: 0 for no effect and ±100 for the full control effect; mostly tested at two doses, the higher about 12 µM
# Target sequence (P35462 whole entry, looked up): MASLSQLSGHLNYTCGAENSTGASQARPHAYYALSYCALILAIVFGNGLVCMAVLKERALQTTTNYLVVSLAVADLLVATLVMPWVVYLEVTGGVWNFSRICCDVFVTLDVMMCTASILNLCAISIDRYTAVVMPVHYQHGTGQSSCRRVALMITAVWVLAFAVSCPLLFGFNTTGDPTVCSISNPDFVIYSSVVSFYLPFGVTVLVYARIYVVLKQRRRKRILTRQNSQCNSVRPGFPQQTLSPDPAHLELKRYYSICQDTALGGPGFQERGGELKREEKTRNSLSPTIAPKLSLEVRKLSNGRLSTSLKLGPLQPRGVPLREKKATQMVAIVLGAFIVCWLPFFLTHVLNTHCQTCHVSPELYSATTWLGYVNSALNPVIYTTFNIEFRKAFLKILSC
#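 Cells expressing the human receptor were seeded at 1500 cells/well, incubated overnight at 37 degrees C in 5% CO2, then exposed to library compounds with dopamine controls for 90 minutes at 37 degrees C before luminescent detection.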
# GLP1R inv ag: acts as inverse agonist at human GLP-1 receptor; P43220; HEK293 GLP-1R CRE-luciferase, luminescence, 24 h; GLP-1R form is constitutively active; Potency, µM (highest dose often 38.3 µM), inactives show top-dose activity change, negative = inhibition, most hits filed as inhibitors; actives 1.6% (n = 410,000); AID 624417; also: potency is read from the fitted curve at half-maximal effect; % is scaled to controls: 0 for no effect and ±100 for the full control effect; nearly all actives have a fitted effect of over 55% in size
# Target sequence (P43220 whole entry, looked up): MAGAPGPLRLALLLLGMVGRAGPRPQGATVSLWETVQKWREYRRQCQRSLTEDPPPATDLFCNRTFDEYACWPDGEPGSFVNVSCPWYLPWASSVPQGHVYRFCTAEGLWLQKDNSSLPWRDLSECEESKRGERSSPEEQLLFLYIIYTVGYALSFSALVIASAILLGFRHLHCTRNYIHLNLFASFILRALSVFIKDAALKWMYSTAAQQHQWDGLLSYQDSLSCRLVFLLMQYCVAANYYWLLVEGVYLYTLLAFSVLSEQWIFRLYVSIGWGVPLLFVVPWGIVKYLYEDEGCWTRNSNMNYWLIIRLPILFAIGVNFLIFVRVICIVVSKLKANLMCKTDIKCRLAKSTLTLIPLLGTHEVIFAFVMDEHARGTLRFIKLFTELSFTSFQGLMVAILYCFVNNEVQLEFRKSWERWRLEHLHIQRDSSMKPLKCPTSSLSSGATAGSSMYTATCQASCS
#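 Cells are plated, allowed 12 hours at 37 deg C, then treated with compounds for 24 hr before luciferase detection reagent is added and luminescence is read after 12 min at room temperature. The HEK293 line carries constitutively active GLP-1R with a cAMP-responsive reporter.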
# GLP-1R agonist: GLP-1 receptor (human) agonism; HEK293 GLP-1R CRE-luciferase, luminescence, 4-6 h; cells express a hypersensitive GLP-1R form; actives 0.007% (n = 380,000); P43220; Potency, µM (titrated, usually from 45.6 µM), for inactives: at the top dose activation, most hits filed as activators; AID 624172; also: potency is read from the fitted curve at half-maximal effect; % of control where 0% means no effect
# TDP-43 yeast inh: inhibitors of TDP-43 toxicity in yeast; TDP-43 expressing yeast growth rescue, BacTiter-Glo, 24 h; actives 1.8% (n = 410,000); AID 652104; Potency, µM (doses to about 46.1 µM), without a hit: top-dose growth rescue (activation), actives largely listed as activators; also: potency is read from the fitted curve at half-maximal effect; % of control where 0% means no effect; nearly all actives have a fitted effect of over 50% in size
#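 Cell-based yeast growth screen: TDP-43 expression induced in galactose, inoculum OD600=0.02 after raffinose pregrowth to mid-log. Read-out BacTiter-Glo luminescence at 24 hr, 30 deg C; inhibition of toxicity seen as signal increase.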
# Abeta yeast res: compounds reversing amyloid beta toxicity in yeast. yeast expressing A-beta42, growth rescue, OD600, 48 h; response scale: 0% DMSO, 100% iron-clioquinol control. Potency, µM (top dose mostly 46.1 µM), inactives show at the highest dose growth rescue, usual class: activators. actives 0.063% (n = 410,000); also: potency is read from the fitted curve at half-maximal effect; nearly all actives have a fitted effect of over 55% in size
#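 Yeast A-beta toxicity model in growth medium with pinned compounds, 48 h at 30 C; growth read as absorbance at 600 nm. Normalized to FeCl3/clioquinol equimolar mix (positive) and DMSO (negative).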
# aSyn rescue: rescues yeast growth from alpha-synuclein toxicity | actives 0.14% (n = 370,000) | Yeast expressing alpha-synuclein, growth rescue, BacTiter-Glo, 24 h | Potency, µM (top dose mostly 46.1 µM), without a hit: top-dose growth rescue (activation), actives largely listed as activators; also: potency is read from the fitted curve at half-maximal effect; % of control where 0% means no effect; nearly all actives have a fitted effect of over 65% in size
#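 Rescue of yeast growth: cells expressing toxic alpha-synuclein, induced in galactose at OD600 0.02, incubated with compound 24 h at 30 C. ATP luminescence quantified growth; inhibitors of toxicity appear as activators.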
# * hit, by the source's call; i = inactive; u = inconclusive; x = no result given; [ ] = remark or other dose. Unless noted, calls follow the shape of the dose curve; as a rule, active = well fitted curve in the direction sought with a large enough effect; inconclusive = small, poorly fitted or top-dose-only effect, or another doubt; inactive = no such curve, though single readings can be large; an effect the other way counts as inactive or inconclusive.
[1] COc1ccc(C(=O)N2CCCC(CNC(=O)c3ccccc3Cl)C2)o1 (stereo not given)
[2] CC1(C(=O)NC2CCCCC2)CCC(=O)N1Cc1cccnc1 (stereo not given)
[3] CC1CCN(S(=O)(=O)c2ccc(NC(=O)Cn3nnc(-c4ccccc4F)n3)cc2)CC1
[4] Cc1ccc(NC(=S)NC2CCCCC2)cc1S(=O)(=O)N(C)C
[5] CCOc1ccc(CNC(=O)C2CCN(C(=O)N3CC(CC)Oc4ccc(C)cc43)CC2)cc1OC (stereo not given)
[6] CN(CCCC(=O)NC1CC(C)(C)NC(C)(C)C1)S(=O)(=O)c1ccc([N+](=O)[O-])cc1
[7] O=C(Cn1cc2c(n1)CCCC2)NCCCN1CCN(Cc2ccccc2)CC1
[8] CNc1cc(-c2cccc(OC)c2F)nc2ccnn12

Compound,1,2,3,4,5,6,7,8
PTHR1 agonist,i,i,i,-21%,-17%,i,-59%[inhibitor],-7%
Akt phos inh,x,i,i,i,x,i,i,i
FUS yeast rescue,-21%,-2%,29%,26%,u,32%,-16%,-14%
D3 antag,6,3,-15,25,x,-14,3,3
GLP1R inv ag,3%,-1%,u,u,-19%,-26%,-13%,2%
GLP-1R agonist,-2%,-1%,-3%,5%,x,4%,0%,12%
TDP-43 yeast inh,17%,21%,-21%,x,0%,-5%,-5%,19%
Abeta yeast res,-2%,11%,-6%,13%,-13%,3%,1%,-10%
aSyn rescue,0%,1%,-2%,-2%,x,-5%,1%,-2%

[9] CCC(O)(Cc1ccccn1)Cc1ccccn1
[10] CCOc1ccc(NC(=O)C2CCCCN2S(=O)(=O)c2ccccc2)cc1 (stereo not given)
[11] c1ccc(-c2n[nH]c3c2CCC3)cc1
[12] COc1ccc(OC)c(S(=O)(=O)N(C)CC(=O)N2CCc3ccccc3C2)c1
[13] Cc1[nH][nH]c(=O)c1C(c1c(C)[nH][nH]c1=O)c1cn(Cc2ccc(Cl)c(Cl)c2)c2ccccc12
[14] CCN(CC)CC(=O)Nc1nc(-c2ccc(Cl)cc2)cs1
[15] CCN(CC(=O)Nc1ccc2c(c1)OCCO2)C(=O)c1cccc(OCC(C)C)c1
[16] COC(=O)c1ccc2nc(-c3ccc(F)cc3)c(Cc3ccc(OC)cc3C)n2c1

Compound,9,10,11,12,13,14,15,16
PTHR1 agonist,i,i,i,-39%[inhibitor][57.5 µM],-10%,-18%,-3%,-48%[inhibitor]
Akt phos inh,i,i,i,i,i,i,i,i
FUS yeast rescue,-13%,27%,-14%,1%,u,5%,19%,23%
D3 antag,22,-16,-5,1,-30,0,21,-1
GLP1R inv ag,8%,0%,-16%,10%,u,u,u,-7%
GLP-1R agonist,-4%,4%,-8%,11%,15%,2%,-3%,2%
TDP-43 yeast inh,-3%,-17%,u,-4%,20%,-2%,24%,20%
Abeta yeast res,-5%,6%,u,-11%,1%,-5%,13%,-7%
aSyn rescue,2%,-2%,7%,-3%,13%,3%,17%,1%

[17] O=C(CC1C(=O)N(c2ccccc2)C(=O)N1CCc1cccs1)Nc1ccc(F)cc1 (stereo not given)
[18] COc1ccccc1-n1c(SCC(=O)N2CCOCC2)nc(O)cc1=O
[19] COc1ccc2nc(Cl)c(C3CC(c4ccco4)=NN3C(=O)CCC(=O)O)cc2c1 (stereo not given)
[20] CCNC(=S)N=Nc1c(O)[nH]c2ccc(C(C)C)cc12
[21] Cc1cccc(OCC(=O)N(Cc2cccc(Cl)c2)Cc2ccco2)c1C
[22] O=C(OCc1nnc(-c2ccccc2Br)o1)c1ccco1
[23] Cc1ccc(S(=O)(=O)NC(=O)Nc2c(C)n(C)n(-c3ccccc3)c2=O)cc1
[24] O=C(C(=S)N1CCOCC1)c1c[nH]c2ccccc12

Compound,17,18,19,20,21,22,23,24
PTHR1 agonist,i,-5%,-15%,-3%,-38%[inhibitor],i,i,i
Akt phos inh,x,i,i,i,x,i,x,i
FUS yeast rescue,27%,27%,0%,x,23%,1%,15%,5%
D3 antag,x,5,4,1,x,2,30,8
GLP1R inv ag,-5%,11%,13%,u,u,21%,0%,4%
GLP-1R agonist,x,7%,0%,-3%,x,0%,-4%,-3%
TDP-43 yeast inh,18%,-25%,5%,28%,-4%,25%,-13%,-4%[9.22 µM]
Abeta yeast res,8%,2%,15%,0%,-1%,5%,-7%,-7%
aSyn rescue,x,3%,-1%,-11%,x,-17%,-3%,1%

# From compound 9 up to 10, copied from above:
[9] CCC(O)(Cc1ccccn1)Cc1ccccn1
[10] CCOc1ccc(NC(=O)C2CCCCN2S(=O)(=O)c2ccccc2)cc1 (stereo not given)

Compound,9,10
PTHR1 agonist,i,i
Akt phos inh,i,i
FUS yeast rescue,-13%,27%
D3 antag,22,-16
GLP1R inv ag,8%,0%
GLP-1R agonist,-4%,4%
TDP-43 yeast inh,-3%,-17%
Abeta yeast res,-5%,6%
aSyn rescue,2%,-2%

# Next compounds.
[25] COc1ccc(NC(=O)c2ccc(OC(=S)N(C)c3ccc(OC)cc3)cc2)cc1
[26] CCN(C(=O)Cn1nnc(-c2ccccc2)n1)C1CCS(=O)(=O)C1 (stereo not given)
[27] CC12COC3(C(=O)N4CCN(c5ccccn5)CC4)CC1CCC32C (stereo not given)
[28] O=C(COc1ncnc2sccc12)N1CCc2ccccc2C1
[29] CCOc1ccc(NC(=O)COc2ccc(C(=O)NCCc3ccccc3)cc2)cc1
[30] CC(C)NC(=O)C1(C)CCN1C(=O)c1ccccc1F (stereo not given)
[31] O=C(CCc1nc2ccccc2s1)NC1CCOC1=O (stereo not given)
[32] CCOC(=O)NC(c1ccccc1)C1CCCCC1=O (stereo not given)

Compound,25,26,27,28,29,30,31,32
PTHR1 agonist,-10%[57.5 µM],i,i,i,i,-25%,-14%,i
Akt phos inh,i,i,i,i,i,i,i,i
FUS yeast rescue,23%,9%,-2%,13%,-2%,-15%,9%,2%
D3 antag,16,-1,9,-1,-5,-29,3,-10
GLP1R inv ag,-26%,-7%,5%,9%,11%,0%,2%,0%
GLP-1R agonist,0%,8%,11%,2%,-1%,-4%,12%,-9%
TDP-43 yeast inh,-6%,-2%,-3%,-23%,20%,11%,6%,13%
Abeta yeast res,5%,-9%,-7%,5%,30%,0%,11%,15%
aSyn rescue,-7%,0%,3%,1%,-1%,0%,3%,10%

# Screen by screen, from the results shown:
# GLP-1R agonist, compounds 18 to 27: 7%, 0%, -3%, x, 0%, -4%, -3%, 0%, 8%, 11%

# (cont.)
[33] CCCCCN1C/C=C\C(c2ccc(OC)cc2)N(Cc2ccc(F)cc2)C(=O)C1 (stereo not given)
[34] COc1cccc(/C=C2\CCCCC2=O)c1
[35] COC(C[C@@H]1O[C@@H]1[C@@H](O)COCc1ccccc1)OC
[36] COc1ccccc1NC(=O)CSc1nn2c(=O)c(C)nnc2s1
[37] C=CCNC(=O)c1ccccc1NC(=O)c1ccccc1C
[38] CCc1cc(=O)oc2c(C)c(OC(C)C(=O)NCCCN3CCOCC3)ccc12 (stereo not given)
[39] Cc1ccccc1Cn1cnc2nc3c(cc2c1=O)CC(C)CC3 (stereo not given)
[40] Cc1cccc(NC(=O)CSc2ncnc3nc[nH]c23)c1

Compound,33,34,35,36,37,38,39,40
PTHR1 agonist,11%,-37%[inhibitor],-7%,18%,i,i,-19%,-2%[57.5 µM]
Akt phos inh,i,i,i,i,i,i,x,i
FUS yeast rescue,12%,-6%,-8%,11%,9%,14%,9%,14%
D3 antag,22,-6,-5,-11,40,3,x,28
GLP1R inv ag,u,-27%,12%,12%,-19%,3%,8%,52%[activator]
GLP-1R agonist,1%,7%,0%,-3%,7%,7%,x,3%
TDP-43 yeast inh,-18%,10%,-14%,7%,13%,7%,19%,-19%
Abeta yeast res,0%,-5%,-11%,6%,12%,-6%,-61%[inhibitor],2%
aSyn rescue,-4%,6%,0%,-1%,-1%,8%,x,-12%

# Structural class: the compounds so far with a Cl atom
[1] COc1ccc(C(=O)N2CCCC(CNC(=O)c3ccccc3Cl)C2)o1 (stereo not given)
[13] Cc1[nH][nH]c(=O)c1C(c1c(C)[nH][nH]c1=O)c1cn(Cc2ccc(Cl)c(Cl)c2)c2ccccc12
[14] CCN(CC)CC(=O)Nc1nc(-c2ccc(Cl)cc2)cs1
[19] COc1ccc2nc(Cl)c(C3CC(c4ccco4)=NN3C(=O)CCC(=O)O)cc2c1 (stereo not given)
[21] Cc1cccc(OCC(=O)N(Cc2cccc(Cl)c2)Cc2ccco2)c1C

Compound,1,13,14,19,21
PTHR1 agonist,i,-10%,-18%,-15%,-38%[inhibitor]
Akt phos inh,x,i,i,i,x
FUS yeast rescue,-21%,u,5%,0%,23%
D3 antag,6,-30,0,4,x
GLP1R inv ag,3%,u,u,13%,u
GLP-1R agonist,-2%,15%,2%,0%,x
TDP-43 yeast inh,17%,20%,-2%,5%,-4%
Abeta yeast res,-2%,1%,-5%,15%,-1%
aSyn rescue,0%,13%,3%,-1%,x

# Assay outcomes as filed in PubChem BioAssay.

# The list is partial; the hit share may differ from the screen's.
